Screening data from PubChem.
KB-3-1 cytotox = qHTS assay for MDR1-selective chemotherapeutics: Primary screen using the parental adenocarcinoma cell KB-3-1; KB-3-1 viability, CellTiter-Glo ATP luminescence, 72 h; Potency, µM (titrated, usually from 46.1 µM), for the others: at the highest dose activity change, negative = cytotoxic, most hits filed as cytotoxic; 400,000 tested, 1.4% active; further: on the % scale 0 is the no-effect control and ±100 the full control effect; nearly all actives have a fitted effect of over 60% in size
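Viability of parental KB-3-1 cells, measured by CellTiter-Glo luminescence, followed a 72 h incubation at 37 °C with pinned compounds in phenol-red-free DMEM containing 10% FBS.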
SW480 rereplic = A quantitative high throughput screen for small molecules that induce DNA re-replication in SW480 colon adenocarcinoma cells. SW480 DNA re-replication, Hoechst DNA content imaging, 48 h. 340,000 tested, 1.8% active. AID 624297, 2012. Potency, µM (highest dose often 46.1 µM), for inactives: top-dose re-replication activation, most hits filed as activators; further: % of control where 0% means no effect; nearly all actives have a fitted effect of over 55% in size
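Treated cells incubate 48 hr (37 C, 5% CO2), are stained 40 min with Hoechst, and nuclear fluorescence is enumerated; a rise in nuclei with high DNA signal marks re-replication.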
HT1080-NT tox = qHTS for induction of synthetic lethality in tumor cells producing 2HG: qHTS for the HT-1080-NT fibrosarcoma cell line | HT-1080-NT fibrosarcoma viability, CellTiter-Glo ATP luminescence, 48 h | Potency, µM (series often up to 46.1 µM), without a hit: top-dose activity, negative = less viability, most hits filed as cytotoxic | 360,000 tested, 1.6% active;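 further: NT is the 2HG producing partner of a matched IDH1 knockdown line; 0% = DMSO-treated cells and -100% = media-only wells without cells; nearly all actives have a fitted effect of over 55% in size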
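Viability by CellTiter-Glo luminescence after 48 h compound exposure at 37C of HT-1080-NT cells (750/well, RPMI, 5% FBS). % activity scaled between DMSO wells and medium-only wells, then curve-fitted and categorized by curve class.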
GLP1R ag = qHTS of GLP-1 Receptor Agonists; Glucagon-like peptide 1 receptor (Homo sapiens), P43220; HEK293 GLP-1R CRE-luciferase, luminescence, 4-6 h; cells express a hypersensitive GLP-1R form; Potency, µM (titrated, usually from 45.6 µM), inactives show at the top dose activation, actives largely listed as activators; 380,000 tested, 0.007% active; further: % of control where 0% means no effect
Target sequence (P43220 whole entry, looked up): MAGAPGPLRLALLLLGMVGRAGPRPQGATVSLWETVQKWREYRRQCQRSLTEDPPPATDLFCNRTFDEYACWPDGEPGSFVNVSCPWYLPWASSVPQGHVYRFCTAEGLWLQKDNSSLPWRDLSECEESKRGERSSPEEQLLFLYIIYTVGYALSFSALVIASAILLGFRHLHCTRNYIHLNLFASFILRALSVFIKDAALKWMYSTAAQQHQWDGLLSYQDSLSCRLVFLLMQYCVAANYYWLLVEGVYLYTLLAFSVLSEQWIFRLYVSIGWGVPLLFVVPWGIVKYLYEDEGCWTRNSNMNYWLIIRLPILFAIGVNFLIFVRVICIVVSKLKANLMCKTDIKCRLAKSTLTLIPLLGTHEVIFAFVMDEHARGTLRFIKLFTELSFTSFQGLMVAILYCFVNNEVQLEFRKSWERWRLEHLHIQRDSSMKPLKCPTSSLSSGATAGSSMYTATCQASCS
HT1080 IDH1KD tx = qHTS for induction of synthetic lethality in tumor cells producing 2HG: qHTS for the HT-1080-IDH1KD cell line. HT-1080 IDH1 knockdown viability, ATP luminescence, 48 h. Potency, µM (doses to about 46.1 µM), for inactives: top-dose activity, negative = toxicity, usual class: cytotoxic. 360,000 tested, 2% active. AID 686971, 2013;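 further: 0% = DMSO wells and -100% = cell-free medium wells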
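CellTiter-Glo luminescence after 48 h compound exposure at 37 degrees C of IDH1-knockdown HT-1080 cells in 5% FBS RPMI. %Activity scaled between DMSO wells and cell-free media wells, with curves fitted and assigned curve classes.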
TDP-43 yeast inh = qHTS of TDP-43 Inhibitors. TDP-43 expressing yeast growth rescue, BacTiter-Glo, 24 h. Potency, µM (doses to about 46.1 µM), inactives show at the top dose growth rescue (activation), hits mostly activators. 410,000 tested, 1.8% active; further: % of control where 0% means no effect; nearly all actives have a fitted effect of over 50% in size
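In this qHTS, compounds that restore growth of yeast expressing TDP-43 appear as activators. Cells (OD600=0.02, galactose medium, raffinose-pregrown) are incubated with compound 24 hr at 30 deg C and growth is quantified by BacTiter-Glo.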
KB-V1 MDR tox = qHTS assay for MDR1-selective chemotherapeutics: Primary screen using the drug-selected MDR subline cells KB-V1. KB-V1 MDR cells viability, CellTiter-Glo, 72 h. Potency, µM (highest dose often 46.1 µM), for inactives: at the highest dose activity change, negative = cytotoxicity, most hits filed as cytotoxic. 400,000 tested, 3.4% active. AID 1347076, 2019; further: on the % scale 0 is the no-effect control and ±100 the full control effect; nearly all actives have a fitted effect of over 60% in size
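Cytotoxicity via CellTiter-Glo luminescence after 72 h compound exposure at 37 degrees C. Cells: drug-selected KB-V1 line, DMEM phenol-red free plus 10% FBS. Compounds tested at multiple concentrations; normalized data fitted to concentration-effect curves.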
GLP1R inv ag = qHTS of GLP-1 Receptor Inverse Agonists (Inhibition Mode); Glucagon-like peptide 1 receptor (Homo sapiens), P43220; HEK293 GLP-1R CRE-luciferase, luminescence, 24 h; GLP-1R form is constitutively active; Potency, µM (highest dose often 38.3 µM), for the others: at the highest dose activity change, negative = inhibition, actives largely listed as inhibitors; 410,000 tested, 1.6% active; further: on the % scale 0 is the no-effect control and ±100 the full control effect; nearly all actives have a fitted effect of over 55% in size
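Readout was luciferase luminescence, measured 12 min after detection reagent at room temperature. Beforehand, GLP-1R reporter HEK293 cells had sat 12 h, then received compounds for 24 hr at 37 deg C.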
HEK293 tox = qHTS of GLP-1 Receptor Inverse Agonists: Cytotox Screen; Potency, µM (titrated, usually from 38.3 µM), for inactives: at the top dose activity change, negative = inhibition, actives largely listed as inhibitors; HEK293 cAMP-luciferase reporter cells, luminescence, 24 h; 410,000 tested, 0.13% active;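 further: loss of luciferase light is scored as toxicity; on the % scale 0 is the no-effect control and ±100 the full control effect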
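Luminescence readout: signal drop marks cytotoxicity. Plated cells grew 12 h at 37 °C, 5% CO2, received 23 nL compound for 24 h, then got luciferase reagent, read after 12 min at RT.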
An asterisk follows results filed as active; ? = inconclusive; . = not tested or not shown; & = joins results of further samples; [ ] = remark or other dose. The call rests on the fitted dose curve; in most records, active means well fitted curve in the direction sought with a large enough effect; inconclusive means small, poorly fitted or top-dose-only effect, or another doubt; inactive means no such curve, though single readings can be large; an effect the other way counts as inactive or inconclusive. Potency means the concentration at half of the fitted maximal effect.

Start of the listing, in advance (5 entries):
1: C=CCNC(=O)NC(=O)COC(=O)COc1ccc(Br)cc1F
2: CCCCOc1ccc(C(=O)NCC(=O)NC2CC2)cc1
3: O=C(Nc1cccc(NC(=O)c2ccccc2Cl)c1)c1ccc(F)cc1
4: COCCNc1nnc(SCC(=O)Nc2nnc(-c3ccccc3)o2)s1
5: CCOC(=O)N/N=C/c1cn(Cc2ccc(Cl)cc2)c2ccccc12

screen / no.,1,2,3,4,5
KB-3-1 cytotox,12%,0%,-15%,12%,?
SW480 rereplic,-1%,-10%,?,-2%,3%
HT1080-NT tox,-5%,7%,-1%,0%,-20%
GLP1R ag,-10%,15%,3%,-4%,-1%
HT1080 IDH1KD tx,0%,19%,-2%,1%,-22%
TDP-43 yeast inh,1%,23%,?,-11%,10%
KB-V1 MDR tox,-2%,5%,0%,4%,?
GLP1R inv ag,0%,3%,?,-4%,?
HEK293 tox,2%,0%,5%,-4%,0%

All compounds of this part, previewed entries included:
1: C=CCNC(=O)NC(=O)COC(=O)COc1ccc(Br)cc1F
2: CCCCOc1ccc(C(=O)NCC(=O)NC2CC2)cc1
3: O=C(Nc1cccc(NC(=O)c2ccccc2Cl)c1)c1ccc(F)cc1
4: COCCNc1nnc(SCC(=O)Nc2nnc(-c3ccccc3)o2)s1
5: CCOC(=O)N/N=C/c1cn(Cc2ccc(Cl)cc2)c2ccccc12
6: CCCNC(=O)C1(C)CCN1C(=O)Cc1ccc(C(C)(C)C)cc1 (stereo not drawn)
7: CCn1c(=O)c2c(cnn2C)c2ccccc21
8: CC(C)NC(=O)CC1Nc2c3ccccc3nc(=S)n2C1=O (stereo not drawn)

screen / no.,1,2,3,4,5,6,7,8
KB-3-1 cytotox,12%,0%,-15%,12%,?,0%,0%,-2%
SW480 rereplic,-1%,-10%,?,-2%,3%,.,11%,-14%
HT1080-NT tox,-5%,7%,-1%,0%,-20%,1%,-1%,8%
GLP1R ag,-10%,15%,3%,-4%,-1%,-3%,-5%,-13%
HT1080 IDH1KD tx,0%,19%,-2%,1%,-22%,-2%,-1%,10%
TDP-43 yeast inh,1%,23%,?,-11%,10%,25%,4%,21%
KB-V1 MDR tox,-2%,5%,0%,4%,?,-4%,-24%,22%
GLP1R inv ag,0%,3%,?,-4%,?,-22%,-29%,8%
HEK293 tox,2%,0%,5%,-4%,0%,1%,-3%,5%

9: Cc1nc2ccc(NS(=O)(=O)c3ccc(F)cc3F)cc2s1
10: COc1ccc(-c2cc(C(F)(F)F)nc(SCCC(=O)Nc3ccccc3F)n2)cc1
11: COc1cc(C(=O)NC(=S)NCc2ccncc2)cc(OC)c1OC
12: C=C1CCC[C@]2(C)C[C@H]3OC(=O)C(CN4CCOCC4)[C@H]3C[C@@H]12 (stereo partly drawn)
13: COc1cc(CN2C[C@@H](CO)O[C@@H](n3cnc4c(N(C)C)ncnc43)C2)cc(OC)c1OC
14: CCOc1ccc(-c2nnc(SCC(=O)Nc3ccc(C)cc3Cl)o2)cc1
15: O=C(CSc1nc2c(c(=O)n1-c1ccc(F)cc1)SCC2)Nc1ccc2c(c1)OCO2
16: Cc1cccc(C(=O)Nc2ccc(Oc3cnccn3)cc2)c1

screen / no.,9,10,11,12,13,14,15,16
KB-3-1 cytotox,?,-13%,-12%,5%,?,-14%,8%,15%
SW480 rereplic,0%,.,.,?,.,.,1%,?
HT1080-NT tox,6%,.,-2%,-22%,0%,.,8%,-1%
GLP1R ag,22%,-2%,-5%,-4%,9%,.,-1%,0%
HT1080 IDH1KD tx,0%,.,1%,-27%,-2%,.,0%,2%
TDP-43 yeast inh,13µM*,3%,13%,29%,-16%,-21%,-21%,-5%
KB-V1 MDR tox,4.1µM*,-3%,?,27%,-15%,10%,-1%,1%
GLP1R inv ag,18%,6%,20%,15%,18%,6%,-1%,4%
HEK293 tox,2%,0%,5%,5%,2%,7%,?,-20%

17: COc1ccc(NC(=O)CCNC(=O)C2CCN(S(=O)(=O)c3ccc(F)cc3)CC2)cc1OC
18: Cc1ccc(CN2CCSc3ccc(C(=O)Nc4ccc(Cl)cc4)cc32)cc1
19: Cc1ccc(S(=O)(=O)N(CC(=O)N2CCOCC2)c2ccc(Br)cc2)cc1
20: CCOc1cc(CNCCCN2CCOCC2)cc(Br)c1OCC(=O)Nc1cccc(C(F)(F)F)c1
21: Cc1ccc(NC(=S)NCc2ccccc2)cc1[N+](=O)[O-]
22: COc1ccc(N(CC(=O)N2CC=C(c3ccccc3)CC2)S(=O)(=O)c2c(C)noc2C)cc1
23: COc1cccc(N2CCN(c3ccc4nnc(CCC(=O)Nc5ccc(OC)c(OC)c5)n4n3)CC2)c1
24: Cc1cc(S(=O)(=O)NCc2ccccc2)ccc1OCC(=O)NCc1ccncc1

screen / no.,17,18,19,20,21,22,23,24
KB-3-1 cytotox,-6%,-2%,5%,?,?,-14%,5%,15%
SW480 rereplic,-5%,.,-1%,2%,2%,-1%,0%,6%
HT1080-NT tox,9%,.,12%,?,-5%,7%,10%,-1%
GLP1R ag,1%,.,9%,1%,7%,-2%,5%,25%
HT1080 IDH1KD tx,5%,.,11%,?,2%,-4%,25%,-7%
TDP-43 yeast inh,0%,18%,-6%,15%,?,13%,-9%,-21%
KB-V1 MDR tox,?,5%,0%,?,-6%,-23%,?,-18%
GLP1R inv ag,15%,12%,?,?,?,-15%,16%,2%
HEK293 tox,3%,4%,-15%,-25%,-24%,-1%,-8%,-8%

25: CC(Oc1ccc(Br)cc1)C(=O)NNC(=O)CCN1CCN(c2ccccc2)CC1 (stereo not drawn)
26: Cc1cc(C(=O)NNC(=O)c2ccc(S(=O)(=O)N(C)C)cc2)c(C)o1
27: NS(=O)(=O)c1ccc(CCNC(=O)/C=C/c2ccc(S(=O)(=O)N3CCOCC3)cc2)cc1
28: COc1ccc(CCNC(=O)c2cc3c(=O)n4cccc(C)c4nc3n(CC3CCCO3)c2=N)cc1 (stereo not drawn)
29: CCOc1ccc(NC(=O)CCc2nnc3n(C)c(=O)c4sccc4n23)cc1
30: CCOC(=O)C1(C(=O)OCC)C(c2ccccc2)CC(O)N1C(C)=O (stereo not drawn)
31: COC(=O)c1ccc(C(=O)OC)c(NC(=S)N2CCN(c3ccccc3F)CC2)c1
32: Cc1ccc(-c2cc(N)n3nc(-c4ccc(C)cc4)cc3n2)cc1

screen / no.,25,26,27,28,29,30,31,32
KB-3-1 cytotox,-9%,28%,-10%,-26%,19%,7%,11%,13%&-11%
SW480 rereplic,-4%,-6%,3%,8.2µM*,.,4%,-3%,0%
HT1080-NT tox,4%,26%,-1%[9.24 µM],-3%,.,21%,8%,-7%
GLP1R ag,1%,-6%,0%,-4%,2%,1%,7%,-12%
HT1080 IDH1KD tx,2%,28%,5%,0%,.,21%,-1%,-1%
TDP-43 yeast inh,22%,11%,14%,-10%,-11%,13%,-2%,1%[9.22 µM]
KB-V1 MDR tox,-23%,29%,0%,-2%,1%,5%,2%,-2%&-29%
GLP1R inv ag,?,20%,9%,3%,10%,8%,-13%,0%&0%
HEK293 tox,-23%,7%,-19%,53%[activator],3%,-1%,-3%,?

33: CC[C@@H](C)C(NC(=O)OC(C)(C)C)c1cn([C@@H](CCCCNC(=O)OC(C)(C)C)C(=O)N2CCN(C(=O)OC(C)(C)C)CC2)nn1 (stereo partly drawn)
34: COc1ccc2oc(=Nc3cc(F)ccc3F)c(C(N)=O)cc2c1
35: Oc1c(C(c2ccccc2Cl)N2CCN(Cc3ccccc3)CC2)sc2nc(-c3ccco3)nn12 (stereo not drawn)
36: CC(C)N1CCC(N2CCN(C/C=C/c3ccccc3)CC2CCO)CC1 (stereo not drawn)
37: O=C(NC(=O)c1ccccc1)Nc1ccc(Cl)cn1
38: O=C(Nc1ccc(S(=O)(=O)Nc2ncccn2)cc1)c1nn(Cc2ccccc2)c(=O)c2ccccc12
39: CCC(=O)c1ccc(OCC(O)CN2CCCCC2)cc1 (stereo not drawn)
40: O=C(COc1ccccc1)NC(=S)Nc1ccc2c(c1)Cc1ccccc1-2
41: NC(=O)[C@H]1CC2(CC(c3cccc(NC(=O)[C@H]4CCC(=O)N4)c3)=NO2)CN1C(=O)c1ccccc1C(=O)c1ccccc1 (stereo partly drawn)

screen / no.,33,34,35,36,37,38,39,40,41
KB-3-1 cytotox,-1%,7.3µM*,-24%,6%,3%,?,0%,16%,4%
SW480 rereplic,10%,?,.,-1%,-5%,-7%,-20%,-64%[inhibitor],?
HT1080-NT tox,3%,?,.,-8%,20%,-28%,10%,-3%,3%
GLP1R ag,-2%,9%,.,0%,5%,6%,-12%,0%,-2%
HT1080 IDH1KD tx,3%,?,.,-14%,20%,-20%,-2%,1%,5%
TDP-43 yeast inh,0%,28%,2%,-17%,18%,1%,-22%,5%,5%
KB-V1 MDR tox,-9%,?,0%,3%,?,-19%,1%,-24%,28%
GLP1R inv ag,?,?,?,?,6%,36%[activator],0%,35%[activator],7%
HEK293 tox,-4%,-27%,-15%,-3%,-7%,-1%,3%,21%,-7%
